AMA1-RON2 inh: inhibitors of Plasmodium falciparum AMA1-RON2 interaction; AlphaScreen AMA1-biotinylated RON2 peptide binding; Potency, µM (top dose mostly 58.2 µM), for inactives: top-dose activity change, negative = inhibition, usual class: inhibitors; 0.2% of 360,000 active;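 note: potency is the fitted concentration of half-maximal effect; 0% = vehicle wells and -100% = peptide control; nearly all actives have a fitted effect of over 45% in size; some results filed as inactive show a strong effect at the top dose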
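AMA1 (3D7) with his tag at 25 nM final met compounds first, then biotinylated RON2 peptide at 25 nM; detection used donor plus acceptor beads, 10 µg/mL apiece, read by AlphaScreen after 30 min at room temperature.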
LmPK inh: inhibitors of Leishmania mexicana pyruvate kinase | AID 1721 | Potency, µM (doses to about 57.5 µM), inactives show at the highest dose activity change, negative = inhibition, actives largely listed as inhibitors | purified LmPK, Kinase-Glo ATP luminescence, 1 h | Q27686 | 0.37% of 290,000 active; note: potency is the fitted concentration of half-maximal effect
Target sequence (Q27686 whole entry, looked up): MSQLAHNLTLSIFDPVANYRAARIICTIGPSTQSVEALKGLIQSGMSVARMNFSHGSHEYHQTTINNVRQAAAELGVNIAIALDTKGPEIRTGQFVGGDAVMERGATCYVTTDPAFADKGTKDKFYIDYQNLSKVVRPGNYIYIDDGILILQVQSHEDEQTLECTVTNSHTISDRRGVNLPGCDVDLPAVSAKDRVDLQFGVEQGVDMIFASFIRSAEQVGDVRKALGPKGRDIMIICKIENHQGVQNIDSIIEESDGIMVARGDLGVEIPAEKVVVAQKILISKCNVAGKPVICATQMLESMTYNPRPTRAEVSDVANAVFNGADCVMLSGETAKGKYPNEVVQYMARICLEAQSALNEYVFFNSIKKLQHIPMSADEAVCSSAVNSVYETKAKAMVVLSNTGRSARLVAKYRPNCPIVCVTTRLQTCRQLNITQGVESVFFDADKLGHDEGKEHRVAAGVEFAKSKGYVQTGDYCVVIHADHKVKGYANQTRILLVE
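ATP generated from ADP (0.1 mM) and PEP (0.5 mM) by 0.1 nM LmPK over 1 h at room temperature (pH 7.2 imidazole buffer) was detected by coupled luciferase luminescence. Values were normalized to uninhibited and no-enzyme wells.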
Tb PYK inh: blocks Trypanosoma brucei pyruvate kinase | Potency, µM (top dose mostly 76.8 µM), for inactives: at the top dose activity, negative = inhibition, actives largely listed as inhibitors | 0.12% of 410,000 active | TbPYK enzyme, Kinase-Glo Plus ATP luminescence, 45 min | Q57TT1; note: potency is the fitted concentration of half-maximal effect; nearly all actives have a fitted effect of over 50% in size
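T. brucei PYK with substrate was exposed to pin-transferred compounds across a concentration series, then started with 130 uM ADP (final). After 45 min at room temperature, Kinase-Glo Plus luminescence was read, normalized and curve-fitted.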
AmpC detergent: blocks E. coli AmpC beta-lactamase in detergent assay; AmpC hydrolysis of nitrocefin, absorbance 480 nm, 0.01% Triton; AID 485294; 0.041% of 370,000 active; P00811; Potency, µM (highest dose often 114 µM), without a hit: at the highest dose activity change, negative = inhibition, hits mostly inhibitors;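 note: potency is the fitted concentration of half-maximal effect; 0% = no-compound wells and -100% = no-enzyme wells; nearly all actives have a fitted effect of over 25% in size; some results filed as inactive show a strong effect at the top dose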
Target sequence (P00811 whole entry, looked up): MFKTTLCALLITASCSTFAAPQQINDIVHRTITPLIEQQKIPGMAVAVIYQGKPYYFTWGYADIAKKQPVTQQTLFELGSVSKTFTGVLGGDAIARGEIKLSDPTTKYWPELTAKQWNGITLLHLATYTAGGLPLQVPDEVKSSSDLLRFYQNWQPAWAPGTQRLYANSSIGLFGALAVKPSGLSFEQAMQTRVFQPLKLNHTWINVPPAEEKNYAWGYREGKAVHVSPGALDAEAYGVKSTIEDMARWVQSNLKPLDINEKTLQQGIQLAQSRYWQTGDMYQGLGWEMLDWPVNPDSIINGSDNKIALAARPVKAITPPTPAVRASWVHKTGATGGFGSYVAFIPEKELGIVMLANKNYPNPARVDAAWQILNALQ
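AmpC (5.3 nM in the dispensed reagent) in 20 mM phosphate pH 7.0 with 0.01% (detergent screen) or 0.0001% Triton X-100 was preincubated with compounds for 15 min at room temperature. Nitrocefin was then added from an 800 uM solution, and hydrolysis was followed at 480 nm.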
HCV inh: blocks hepatitis C virus. Huh7.5.1 HCVcc-Cre infection, luciferase reporter, 44 h. Potency, µM (titrated, usually from 41.8 µM), for the others: at the top dose activity change, negative = inhibition, hits mostly inhibitors. 3.4% of 340,000 active; note: potency is the fitted concentration of half-maximal effect
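Whole-lifecycle infectious HCVcc-Cre system; cells 1,000/well, compound then virus (~0.5 moi) added 4 h after plating, 44 h culture. Luciferase read 15 sec following 15 min substrate incubation, room temp.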
HCMV inh: blocks human cytomegalovirus replication. HFF cells, HCMV-luciferase reporter, 72 h; stronger effect = lower value. activity change, negative = inhibition, % at 57.5 µM. 4.5% of 410,000 active; in the data active = activity change below about -60%; inconclusive = no clear call, values can overlap the other calls; inactive = above about -39%
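Luciferase read-out from HCMV-luciferase-infected HFFs (MOI 1 PFU/cell) 72 h post infection at 37C; compounds added after 16 h cell attachment; activity normalized between buffer-only basal and Salinomycin (10uM) inhibitor controls.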
AmpC no deterg: AmpC beta-lactamase inhibition without detergent; AID 485341; P00811; 0.52% of 330,000 active; AmpC nitrocefin hydrolysis, absorbance 480 nm, 0.0001% Triton; Potency, µM (top dose mostly 57.1 µM), without a hit: at the top dose activity change, negative = inhibition, usual class: inhibitors;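 note: potency is the fitted concentration of half-maximal effect; plate controls were no compound for no effect and no enzyme for full effect; nearly all actives have a fitted effect of over 20% in size; some results filed as inactive show a strong effect at the top dose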
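AmpC (5.3 nM in the dispensed reagent) in 20 mM phosphate pH 7.0 with 0.01% (detergent screen) or 0.0001% Triton X-100 was preincubated with compounds for 15 min at room temperature. Nitrocefin was then added from an 800 uM solution, and hydrolysis was followed at 480 nm.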
* = called active by the depositor; u = inconclusive; x = not tested or not shown; & = joins results of further samples; ! = a repeat was not active; [ ] = another dose, or the depositor's remark. Unless noted, calls come from the whole dose curve; as a rule, active = well fitted curve in the direction sought with a large enough effect; inconclusive = small, poorly fitted or top-dose-only effect, or another doubt; inactive = no such curve, though single readings can be large; an effect the other way counts as inactive or inconclusive. Unless noted, % is set by controls: 0 for no effect and ±100 for the full control effect.

cpd	molecule	AMA1-RON2 inh	LmPK inh	Tb PYK inh	AmpC detergent
1	CCc1nn(CC(=O)NCCN2CCN(C)CC2)c(=O)c2cc3occc3n12	4.8%	0.1%	0.3%	-8.4%
2	O=C(NCCCN1CCCC1=O)Nc1cc(Cl)ccc1Cl	7.2%	-4.8%	3.7%	-5.0%
3	CCCN(CCC)CC(O)Cn1cc(/C=C/C(=O)c2ccc(C)cc2)c2ccccc21 (stereo not drawn)	x	x	-3.7%	-9.3%
4	COc1ccc2c(=O)c(-c3ccc4c(c3)OCO4)coc2c1	-2.9%	u	4.7%	-7.1%
5	COc1ccc(/C=C(/C#N)c2nc(-c3ccc(Br)cc3)cs2)cc1	x	x	-1.3%	0.3%
6	Cc1cc(OCC(O)CN2C(C)CCCC2C)ccc1C(C)C (stereo not drawn)	-5.3%	1.3%	-0.8%	2.6%
7	CC(=O)c1ccc(N(CC(=O)NCCc2ccccc2)C(=O)c2csnn2)cc1	-0.3%	-6.4%	-3.8%	-13.5%
8	O=C(NCc1ccccc1Cl)c1cccc(NC2=NC3CS(=O)(=O)CC3S2)c1 (stereo not drawn)	22.9%	-1.4%	-10.9%	u
9	O=C(CSc1ccc([N+](=O)[O-])cc1)OCC(=O)N1CCCC1=O	0.0%	x	2.3%	-1.5%
10	Clc1ccc(SCc2nc3ccccc3[nH]2)cc1	17.7%	-20.2%	-3.9%	8.1%

cpd	HCV inh	HCMV inh	AmpC no deterg
1	-12.1%	-103.7*	1.2%
2	9.2%	-8.4	0.6%
3	x	-106.9*	x
4	-11.0%[8.37 µM]	18.8	-24.6%
5	x	2.0	x
6	-22.6%	7.1	43.9%
7	1.3%	4.3	-3.8%
8	15.6%	-10.9	-10.2%
9	21.0%	-21.3	-11.8%
10	-16.4%	-17.7	-27.7%

Record cards, as listed above. Screens in order: AMA1-RON2 inh | LmPK inh | Tb PYK inh | AmpC detergent | HCV inh | HCMV inh | AmpC no deterg
COc1ccc2c(=O)c(-c3ccc4c(c3)OCO4)coc2c1 in the list: -2.9% | u | 4.7% | -7.1% | -11.0%[8.37 µM] | 18.8 | -24.6%
Clc1ccc(SCc2nc3ccccc3[nH]2)cc1 in the list: 17.7% | -20.2% | -3.9% | 8.1% | -16.4% | -17.7 | -27.7%

Additional entries
cpd	molecule	AMA1-RON2 inh	LmPK inh	Tb PYK inh	AmpC detergent
11	CN(C(=O)c1cccc(NC(=O)Cc2ccc(NC(=O)C3CCN(C(=O)C4CCC4)CC3)cc2)c1)C1CCC1	-7.0%	x	3.9%	x
12	O=S(=O)(NCc1cccs1)NCc1ccccc1F	5.4%	4.6%	4.5%	-0.2%
13	COc1ccccc1N1CCN(C(=O)c2oc3ccccc3c2C)CC1	-1.1%	1.5%	-0.6%	-8.5%
14	CCC1CCCCN1C(=O)CCc1nnc(C2CCCCC2)o1 (stereo not drawn)	-0.2%	0.4%	-10.4%	2.8%
15	CCCCN(C)CCCNC(=O)C1CCN(c2nc3ccc(CC)cc3s2)CC1	x	x	3.2%	6.8%
16	CCOc1ccc(CCNc2ncnc3onc(-c4ccc(F)cc4)c23)cc1OCC	x	x	5.3%	-1.5%
17	Cc1ccc(OCC(=O)O/N=C(\N)c2ccncc2)c(C)c1	13.7%	-2.6%	-4.2%	-20.1%
18	OCCN(CCO)c1nc2ccccc2[nH]1	-6.3%	-12.8%	-0.8%	-7.6%
19	NC(=O)c1ccc(NC(=O)COC(=O)CCc2ccc(S(=O)(=O)N3CCCCC3)cc2)cc1	-0.7%	-0.5%	1.0%	1.7%
20	O=C(Cn1nc(-c2ccccc2)ccc1=O)NCC1COCCO1 (stereo not drawn)	-1.6%	-6.4%	0.2%	-9.1%

cpd	HCV inh	HCMV inh	AmpC no deterg
11	-18.6%	1.6	x
12	2.2%	27.7	77.6%[activator]
13	u	26.1	-11.0%
14	11.4%	-22.2	61.0%[activator]
15	x	-107.9*	x
16	x	-30.3	x
17	-4.3%	16.1	0.8%
18	19.6%	u	-3.4%
19	10.2%	2.7	-26.4%
20	-1.2%	10.6	-10.5%

(cont.)
cpd	molecule	AMA1-RON2 inh	LmPK inh	Tb PYK inh	AmpC detergent
21	C[C@H](NS(=O)(=O)OCC(Cl)(Cl)Cl)C1CC1c1ccccc1 (stereo partly drawn)	-6.0%	1.5%	-0.9%	-15.0%
22	COc1ccc(C(=O)N(C)CCCC2CCCC2)cc1OC1CCN(C(C)=O)CC1	-5.0%	3.9%	0.4%	3.1%
23	CC(O)c1ccc(Oc2cnccn2)cc1 (stereo not drawn)	4.4%	-0.9%	4.8%	4.1%
24	CCOc1ccc(NC(=O)CSc2nnnn2C2CCCC2)cc1	3.6%	3.5%	-4.0%	u
25	O=[N+]([O-])c1csc2ccccc12	-5.4%	x	-3.4%	x
26	O=C(CN1CCC(n2nnc3cc(C(F)(F)F)ccc32)CC1)N1CCc2ccccc21	-5.5%	9.9%	1.9%	u
27	O=C(COC(=O)c1ccc2ncsc2c1)NCc1ccc(Cl)cc1	-0.7%	x	0.0%	-1.3%
28	O=S(=O)(c1ccc(N2CCCC2)cc1)C(F)(F)F	3.9%	-0.6%	0.8%	-4.7%
29	Cc1ccc(S(=O)(=O)N(C)c2ccc3c(c2)C(=O)c2ccccc2-3)cc1	6.6%	x	2.4%	x
30	COCCCNC(NC(=O)c1ccc(Cl)cc1)C(Cl)(Cl)Cl (stereo not drawn)	2.1%	0.1%	-6.9%	0.8%

cpd	HCV inh	HCMV inh	AmpC no deterg
21	29.8%[8.37 µM]	u	-28.4%
22	u	-19.3	191.6%[activator]
23	19.4%	19.1	-8.9%
24	5.2%	54.1	-26.7%
25	15.5%	-4.6	x
26	u	34.4	19.2%
27	6.0%	-6.8	-26.8%
28	u	-29.0	-12.5%
29	x	52.0	x
30	-17.1%	9.1	-2.1%

Going on with the list.
cpd	molecule	AMA1-RON2 inh	LmPK inh	Tb PYK inh	AmpC detergent
31	CN(Cc1ccccc1)C(=S)Nc1ccc(OC(F)F)cc1	-3.2%	2.9%	1.6%	-0.6%
32	COc1ccc([C@]23Cc4cc(C#N)ccc4C(O2)C2=C(CC4(CCCCC4)OC2=O)O3)cc1	x	-11.0%[11.5 µM]	x	-11.5%[22.9 µM]
33	O=C(O)CCN1C(=O)c2ccccc2Sc2ncccc21	-1.3%	-1.8%	1.4%	0.1%
34	Fc1ccc(NCc2nc3ccccc3n2CCOc2ccccc2Cl)cc1	x	x	-0.2%	-2.7%
35	CC1=C(C#N)CCC(=O)N1Cc1c(C)cc(C)cc1C	0.4%	-1.6%	-3.2%	-3.4%
36	COC(=O)C1=C(C(=O)c2ccc(C)cc2)C(c2ccc(OC)c(OC)c2)n2nnnc2N1 (stereo not drawn)	-9.1%	1.3%	-6.6%	-1.9%
37	CC(C)[C@H](NC(=O)c1ccccc1F)C(=O)OCC(=O)NC1CC1	0.6%	x	0.2%	x
38	COc1ccc(C2c3[nH]c4ccccc4c3CCN2CCCn2cccn2)cc1C (stereo not drawn)	-7.5%	-3.3%	-5.2%	-2.7%
39	O=C(CN1CCN(C(=O)c2ccco2)CC1)Nc1ccc(Cl)c(S(=O)(=O)N2CCOCC2)c1	-4.0%	7.7%[11.5 µM]	-7.9%	0.0%
40	COc1cc(-c2nc3cnccn3c2Nc2ccc(C(C)C)cc2)ccc1O	-2.6%	1.3%	-7.0%&-6.1%	0.5%&-11.3%

cpd	HCV inh	HCMV inh	AmpC no deterg
31	4.8%	0.3	-8.7%
32	x	x	-49.0%[11.4 µM]
33	12.0%	29.4	0.6%
34	x	45.4	x
35	14.2%	-7.5	19.0%
36	11.7%	-5.2	-10.3%
37	0.1%	-26.3	-4.5%
38	14.2%	10.8	74.7%[activator]
39	-9.8%	-37.1	37.6%
40	u	-91.7*!	-20.9%

The results go on:
cpd	molecule	AMA1-RON2 inh	LmPK inh	Tb PYK inh	AmpC detergent
41	CCN(Cc1ccccc1)C(=O)c1ccc(SC)cc1OC	9.8%	-1.2%	0.7%	5.9%
42	Cn1c(CN2CCOCC2)nnc1SCC(=O)Nc1ccc2c(c1)OCCO2	-2.9%	3.0%	-11.5%	-17.7%
43	Cc1ccc(C(=O)NCc2n[nH]c(=S)n2-c2ccccc2)cc1[N+](=O)[O-]	10.7%	-0.3%	u	-1.4%
44	COC(=O)Nc1ccc(S(=O)(=O)Nc2cnc3ccccc3n2)cc1	2.8%	8.0%	-1.0%	-5.5%
45	CCn1c(CC(=O)Nc2ccccc2Cl)nnc1SCC(=O)NC1CCCC1	0.0%	-0.3%	0.0%	-11.7%
46	COc1ccc(C(=O)/C=C/c2ccc(F)cc2)c(OC(=O)c2ccc([N+](=O)[O-])cc2)c1	-14.8%	-4.3%	-6.8%	-5.8%
47	C=CCn1c(SC(C)C(=O)NCC2CCCO2)nnc1-c1ccc(OC)cc1 (stereo not drawn)	-7.9%	x	-3.6%	x
48	COc1ccc2oc(C(=O)Nc3ccc(C)cn3)c(C)c2c1	-5.0%	x	0.3%	-6.4%
49	Nc1[nH]c(C(=O)c2ccccc2)c(-c2ccncc2)c1C(=O)NC1CC1	1.1%	x	-1.5%	x
50	CC(C)(C)S(=O)(=O)N1Cc2ccc(CO)cc2[C@H]1CCO	8.1%	x	-3.1%	x
51	O=C(CSC1=NS(=O)(=O)c2cc(Cl)ccc2N1)NCCc1ccccc1	u	x	-0.6%	-13.3%
52	CC(C(=O)Nc1ccccc1)N(C)CCOc1ccc(Br)cc1 (stereo not drawn)	-0.4%	1.2%	0.0%	0.8%
53	CC(=O)Nc1ccc(C)cc1-c1nc2ccccc2n(CC(=O)Nc2cc(Cl)ccc2C)c1=O	x	x	-1.6%	-0.5%

cpd	HCV inh	HCMV inh	AmpC no deterg
41	6.7%	-31.2	-1.2%
42	-6.6%	-16.7	-18.7%
43	-2.6%	10.7	-14.7%
44	3.9%	0.0	1.5%[2.29 µM]
45	8.4%	16.0	-35.2%
46	u	-25.4	-23.9%
47	-7.0%	u	-5.8%
48	3.8%	61.7	-14.1%
49	x	-10.4	x
50	34.5%[activator]	-1.3	x
51	3.4%	u	-20.0%
52	-20.1%	-15.0	83.7%[activator]
53	x	5.6	x

Bioassay records from PubChem BioAssay.

This is a random part of the collection. About 7.5% of those tested had a hit in this group.
